S1P4 antag = antagonists of human S1P4 receptor; O95977; S1P4-expressing cells, antagonist mode, reporter read-out; inhibition, % at 4.98 µM; hit rate 0.26% among 220,000; in the data active means inhibition above about 29%;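 further: 0% = wells stimulated with agonist and 100% = vehicle wells without agonist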
EP2 modulator = modulates human prostaglandin E2 receptor EP2 signaling. hit rate 0.83% among 260,000. induction, % at 25 µM. AID 940. EP2-expressing cells, cAMP HTRF FRET, PGE2 co-stimulation. P43116;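 active means compounds whose cAMP rise, as percent of the full-agonist control response, exceeds 60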;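 further: rat C6 glioma line stably carrying human EP2 under a CMV promoter; the protocol text gives 20 µM as final concentration; 100% = response of wells given 1 µM PGE2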
p97 ATPase inh = blocks human p97 ATPase activity | recombinant p97 ATPase, Kinase-Glo ATP luminescence, 3 h | inhibition, % at 8 µM | hit rate 0.42% among 220,000 | AID 1481; in the data active means inhibition above about 15%;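 further: 0% = DMSO vehicle and 100% = wells lacking enzyme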
Target sequence (P55072 whole entry, looked up): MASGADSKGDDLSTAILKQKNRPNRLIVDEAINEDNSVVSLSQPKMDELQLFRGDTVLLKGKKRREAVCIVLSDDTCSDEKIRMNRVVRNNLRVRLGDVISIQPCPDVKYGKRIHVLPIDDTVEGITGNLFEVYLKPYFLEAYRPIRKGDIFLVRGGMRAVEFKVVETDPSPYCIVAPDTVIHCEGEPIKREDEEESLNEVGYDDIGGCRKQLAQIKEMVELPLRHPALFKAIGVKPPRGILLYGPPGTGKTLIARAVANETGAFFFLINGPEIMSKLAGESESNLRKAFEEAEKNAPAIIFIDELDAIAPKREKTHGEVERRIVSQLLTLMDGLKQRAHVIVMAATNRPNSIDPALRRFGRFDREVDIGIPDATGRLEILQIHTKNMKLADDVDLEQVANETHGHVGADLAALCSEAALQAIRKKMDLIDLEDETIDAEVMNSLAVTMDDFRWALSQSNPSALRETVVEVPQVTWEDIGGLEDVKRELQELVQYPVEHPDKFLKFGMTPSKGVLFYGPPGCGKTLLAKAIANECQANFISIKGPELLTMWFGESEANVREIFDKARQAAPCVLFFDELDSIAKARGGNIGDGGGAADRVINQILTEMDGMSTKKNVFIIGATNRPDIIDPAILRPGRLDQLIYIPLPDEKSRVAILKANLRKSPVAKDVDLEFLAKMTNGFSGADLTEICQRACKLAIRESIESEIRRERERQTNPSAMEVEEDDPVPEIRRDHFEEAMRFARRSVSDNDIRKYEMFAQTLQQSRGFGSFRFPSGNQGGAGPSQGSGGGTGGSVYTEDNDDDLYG
eIF4E-4G inh = eIF4E/eIF4G interaction inhibition in translation initiation; inhibition, % at 21.7 µM; P63073+Q04637; TR-FRET eIF4E-eIF4GI(517-606) binding, 2 h; hit rate 0.37% among 220,000;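 active means inhibition above about 30%, limit read from the data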;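 further: 0% = full FRET control wells and 100% = background wells lacking eIF4GI fragment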
S1P4 agonist = activates the human S1P4 receptor; hit rate 0.35% among 220,000; AID 1509; activation, % at 4.98 µM; O95977; S1P4-expressing cell line, agonist reporter assay; in the data active means activation above about 11%;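 further: 0% = DMSO vehicle and 100% = reference agonist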
NPY-Y2 PAM-ag = human NPY-Y2 potentiation or agonism, primary screen; AID 1359; hit rate 0.45% among 220,000; activation, % at 3.6 µM; cells expressing NPY-Y2, potentiator/agonist read-out; in the data active means activation above about 27%;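 further: cells stimulated with NPY near EC25 plus isoproterenol at EC100; 0% = vehicle plus submaximal agonist and 100% = vehicle plus saturating agonist; some results beyond the cut were filed as inactive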
PGE2 EP2 inh = EP2 receptor (human) inhibition | hit rate 0.52% among 260,000 | inhibition, % at 25 µM | P43116 | C6 glioma cells expressing human EP2, cAMP TR-FRET; cells stimulated with saturating PGE2 | AID 1422;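 active means percent inhibition above 40 after rounding to a whole number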;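 further: rat C6 glioma host cells with rolipram phosphodiesterase inhibitor present; the protocol text gives 20 µM as final concentration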
NPY-Y1 antag = blocks the human neuropeptide Y Y1 receptor; P25929; HEK293-CNG Y1 cells, membrane potential fluorescence; NPY at EC95, then isoproterenol; inhibition, % at 3.6 µM; hit rate 1% among 200,000; AID 1040;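 active means inhibition above the campaign mean inhibition of all tested compounds plus 3 SD, cut at about 20% in these data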;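 further: 0% = DMSO wells given NPY plus isoproterenol and 100% = isoproterenol alone without NPY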
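Material: Y1- and CNG-channel-expressing HEK293 cells / Probe or stimulus: NPY 25 nM then isoproterenol 1 µM plus Ro 20-1724 25 µM / Doses: 3.6 µM single dose, DMSO 0.4% / Schedule: compound incubation 1 h at room temperature, readout 45 min post-stimulation / Signal: membrane potential fluorescence / Benchmarks: isoproterenol-only wells as full block versus NPY-plus-isoproterenol wells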
NPY1 pot ag = human NPY-Y1 potentiation or agonism, primary screen. NPY-Y1 expressing cells, potentiator/agonist activation. activation, % at 3.6 µM. P25929. hit rate 0.37% among 220,000; in the data active means activation above about 33%, passing the limit was not always enough;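 further: cells stimulated with NPY at EC10 then isoproterenol at EC100; 0% = low agonist plus stimulus and 100% = saturating agonist plus stimulus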
* marks the source's active call; other numbers are inactive results; nt = not tested or not shown; & = joins results of further samples; [ ] = remark or other dose.

SMILES	S1P4 antag	EP2 modulator	p97 ATPase inh	eIF4E-4G inh	S1P4 agonist	NPY-Y2 PAM-ag	PGE2 EP2 inh	NPY-Y1 antag	NPY1 pot ag
Nc1ccc(Oc2ccc(F)cc2)nc1	-1	9	0	3	0.9	-11	10	nt	9
CCCCCCCCCCNC(=O)CCn1[nH]c(=O)c2ccccc2c1=O	-16	nt	-7	nt	0.7	12	11	4	7
CSc1cccc(NC(=O)CN(C2CCCCC2)S(C)(=O)=O)c1	-16	-11	0	-4	-0.3	-5	16	12	-24
CCOC(=O)CN1C(=O)C(O)(CC(=O)c2ccccn2)c2ccccc21 (configuration not stated)	-2	12	5	-7	1.2	-14	9	4	-5
O=C(COc1ccc(Cl)cc1)N1CCN(c2ccc([N+](=O)[O-])c(N3CCCCC3)c2)CC1	3	15	2	-16	-1.8	-2	6	11	0
O=C(Nc1nc2ccccc2n1Cc1ccccc1)c1ccc(COc2ccccc2[N+](=O)[O-])o1	-14	1	-6	-7	-1.4	1	4	1	14
COc1ccc(C(=O)NNC2=Nc3cccc4cccc2c34)cc1	5	-77	9	1	0.0	1	9	0	3
C=CCn1c(=O)c(C(=O)Nc2ccccc2O)c(O)c2ccccc21	1	50&-23	2	0	-0.6	53*	13&10	4	16
O=C(COC(=O)/C=C/c1cnc2ccccc2n1)NCC(F)(F)F	-17	6	1	-11	-0.9	0	18	5	-8
CS(=O)(=O)N1CCN(CC(=O)NC2CCCCC2)CC1	-11	41	5	1	0.1	-14	12	0	14
COc1cc(CNc2ccc(CNc3ncn[nH]3)cc2)ccc1OCC(=O)NC(C)(C)C	0	-7	-4	-2	-1.1	11	6	-8	4
N#CCC(CNc1ncc(C(F)(F)F)cc1Cl)OC(=O)c1ccc(Cl)cc1 (configuration not stated)	-10	-11	-3	1	0.5	-9	9	0	-24
CC(C(=O)OCC(=O)c1c(N)n(C)c(=O)n(C)c1=O)N1C(=O)c2ccccc2C1=O (configuration not stated)	-10	22	4	-2	1.8	9	9	-3	5
Cc1cc(C)cc(NC(=O)c2cc(=O)c3ccccc3o2)c1	4	-27	-2	-1	-0.5	-4	5	4	-10
COc1ccc(C2c3[nH]c4ccccc4c3CCN2Cc2cccn2-c2ncccn2)cc1C (configuration not stated)	-2	-14	2	-4	-0.4	-4	5	67*	-12
COc1ccc(CCNC(=O)/C=C/C(=O)O)cc1	20	5	7	-3	-0.2	6	4	7	14
O=C(O)c1cccc(N2C(=O)c3ccc(C(=O)c4cccc([N+](=O)[O-])c4)cc3C2=O)c1	-1	34	2	-4	0.9	-28	10	nt	3
CCCNC(=S)Nc1ccc(S(N)(=O)=O)cc1	-6	-1	3	5	-1.5	-5	5	-1	10
COc1ccc(N2CCN(S(=O)(=O)c3cccc(C(F)(F)F)c3)CC2)cc1	-9	-9	-1	-6[fluorescence artefact?]	-3.3	-5	8	7	1
COc1ccc(NS(=O)(=O)c2cc(NC(=O)c3nn(C)c(=O)c4ccccc34)ccc2OC)cc1	-19	-46	-1	1	3.6	-4	8	-6	-4
OCCN1CCN(c2nc3ccccc3nc2-c2ccccc2)CC1	-7	-26	6	-2	-0.4	4	3	1	8
Cc1ccc(-n2ncc3c(=O)n(-c4ccc(C)c(C)c4)c(C)nc32)cc1	-24	29	2	2	1.1	-12	12	0	-5
NC(=O)c1c(NC(=O)CN2CCOCC2)sc2c1CCC2	-9	13	-3	1	-0.2	0	9	2	2
CCCCOc1ccc(C(=O)N/C(=C\c2ccc([N+](=O)[O-])cc2)C(=O)OCc2ccco2)cc1	-11	11	2	0	-0.4	4	14	5	-18
CC(C)CC(CC(C)C)=NNC(=O)c1ccc2c(c1)OCO2	-10	23	3	-3	1.7	-4	4	7	6
Cc1cc(NC(=O)c2ccc(C#N)cc2)n(-c2ccccn2)n1	-15	0	-2	7	0.0	1	4	2	2
O=c1cc(-c2ccco2)oc2c1ccc1ccccc12	-8	-3	-4	-3	0.8	-4	15	3	-10
CCOC(=O)COc1c(OC)cc(Cl)cc1C1NC(=O)NC(C)=C1C(C)=O (configuration not stated)	7	23	5	-6	-0.4	10	0	-1	-17
CCCC1S/C(=N/N=C/c2cccs2)NC1=O (configuration not stated)	5	20	2	-2	1.4	-2	14	-4	17
Cc1ccc(S(=O)(=O)N2CCN(c3ccccn3)CC2)cc1	-1	-7	3	-4	-1.4	-21	9	nt	1
CC(C)(C)c1nnc(NC(=O)CCn2cnc3ccccc3c2=O)s1	1	-6&17	0	-2	-1.2	3	11&8	-1	6
CCOC(=O)C1CCCN(S(=O)(=O)c2ccc(F)c(C(=O)Nc3ccc(F)c(F)c3)c2)C1 (configuration not stated)	-2	-35	0	-2	-1.3	-10	7	-2	-34
Cc1ccc(N(NC(=O)C(C)(C)O)C(=O)c2ccccc2)cc1C	-20	8	-3	0	2.2	9	7	4	-7
CCn1c(SCC(=O)NCCc2ccccc2)nnc1-c1cccs1	-5	8	3	1	-2.0	7	11	8	-2
CCOC(=O)c1ccc(N2CN(CCc3ccccc3)CNC2=S)cc1	-3	30	2	17	1.2	-8	6	-3	-1
CCOC(=O)C1(CCOc2ccccc2)CCN(Cc2ccncc2)CC1	-1	-47	-1	-2	0.6	3	16	1	6
CC(C)=CC1C(C(=O)Nc2ccc(Br)cn2)C1(C)C (configuration not stated)	10	14	-2	-12	-1.5	22	nt	10	25
CSc1nc2sc3c(c2c(=O)[nH]1)CCC(C)C3 (configuration not stated)	-8	-8	4	-1[fluorescence artefact?]	-1.2	10	4	6	2
CCOc1cc(/C=N/Nc2nc(N3CCCC3)nc(N3CCCC3)n2)ccc1O	-19	17	-2	4	1.0	7	15	0	-4
Cc1nnc(SCc2cc(=O)[nH]c(N3CCN(C)CC3)n2)s1	7	-1	-4	5[fluorescence artefact?]	-1.2	-7	1	2	-2
Cc1scc(C(=O)Nc2ccon2)c1-c1ccccc1	-3	21	3	2	0.7	16	7	4	-17
CC(=O)Oc1cc(OC(C)=O)c2c(=O)c(-c3ccc4c(c3)OCCCO4)c(C)oc2c1	4	-7	2	-2	0.5	-2	10	nt	5
O=C(O)CCCNC(=O)/C(=C\C=C\c1ccccc1)NC(=O)c1ccccc1Cl	-13	24	0	1	0.4	-4	4	-1	6
CSc1cccc(NC(=O)C(C)Sc2ccc(C)cc2)c1 (configuration not stated)	-7	-54	-7	4	0.3	-18	10	5	-24
COc1ccc(OC)c(C(=O)COC(=O)c2ccc(C)o2)c1	-23	-11	-8	3	0.5	1	10	2	-3
CCOC(=O)N1CCC(O)(c2cc(C)c(C)cc2C)CC1	-12	11	-4	9	-0.3	3	5	-5	-8
Cn1c(=O)[nH]c(=O)c2c1nc(N1CCN(Cc3ccccc3)CC1)n2CCCc1ccccc1	1	52	-8	1	0.0	-3	13	4	10
COc1ccc(OCCCC(=O)Nc2cccnc2)cc1	-13	10	2	11	0.3	3	nt	-5	2
CC(Nc1ccccc1)c1cc(Cl)ccc1O (configuration not stated)	-3	1	0	-1[fluorescence artefact?]	0.0	-6	4	-3	-5
COc1ccccc1NC(=O)c1ccc(NS(=O)(=O)c2ccc(F)c(Cl)c2)cc1	-17	-10	-5	2	-0.4	7	7	1	-25

The list continues:
SMILES	S1P4 antag	EP2 modulator	p97 ATPase inh	eIF4E-4G inh	S1P4 agonist	NPY-Y2 PAM-ag	PGE2 EP2 inh	NPY-Y1 antag	NPY1 pot ag
COc1ccc(C(=O)NCC(=O)N2CCC(C)CC2)cc1OC	-3	-4	2	-6[fluorescence artefact?]	-0.9	12	10	4	-14
Cc1ccc(S(=O)(=O)Nc2cccc3ncccc23)cc1	-14	-20	1	-3	1.0	-10	5	nt	23
C=CCc1c(C)nc(SC)nc1Nc1ccc(C(=O)O)cc1	-11	16	1	-10	-0.6	-6	5	3	-16
CCOc1ccc(S(=O)(=O)NCc2ccc(C)cc2)c2cccnc12	-6	2	5	10	0.2	16	5	2	-8
O=C(CSc1ncn(-c2ccccc2)n1)Nc1ccc(Br)cn1	-27	-2	-7	0	1.9	-42	3	6	-53
CCOC(=O)C(CC)Sc1nnc(COc2ccc(C)cc2)n1-c1ccccc1 (configuration not stated)	-24	37	-5	-2	0.6	-10	5	11	-12
CCSc1nc(O)c(C2OC(=O)c3c2ccc(OC)c3OC)c(=O)n1-c1ccccc1 (configuration not stated)	7	18	7	-7[fluorescence artefact?]	-0.7	9	10	1	6
CCOc1ccc(C(=S)N2CCOCC2)cc1	1	-6	-8	9	0.2	-14	13	-1	-10
COc1ccc(NC(=O)CSc2nnc(N)s2)cc1	-5	14	11	-6	2.2	-7	15	-2	10
CCN(CC)S(=O)(=O)c1cccc(C(=O)NCC(=O)OCC(=O)NCc2ccccc2)c1	-19	4	0	16	0.4	1	6	0	11
CC(OC(=O)CC(NC(=O)c1ccccc1Cl)c1ccccc1)C(=O)Nc1cccc(Cl)c1Cl (configuration not stated)	-6	-76	-4	-5	-0.8	-16	10	30*	-47
CC(C)CCN1CCN(Cc2nc3c(s2)CCCC3)CC1CCO (configuration not stated)	4	9	-1	4	1.7	-19	6	-1	7
O=[N+]([O-])c1cnc2ccccc2c1	-18	0	-6	10[fluorescence artefact?]	0.7	3	2	-3	-13
CC(=O)Nc1nc(-c2ccc3c(c2)OCO3)cs1	0	1	7	-4	-0.4	17	3	nt	7
CCCNC(=O)CN(C)S(=O)(=O)c1ccc(F)cc1	-13	-5	1	0	-0.7	-2	10	-4	-2
Cc1cc(Cl)ccc1NC(=S)NCCN1CCOCC1	-20	-8	-5	-6	0.3	15	4	-3	-9
O=C(NCCO)/C(=C/c1ccc(Br)cc1)NC(=O)c1cccs1	-8	7	-6	2	-4.7	-2	9	-6	-16
COc1ccc(Cl)cc1NC(=O)CN(c1ccccc1)S(=O)(=O)N(C)C	-5	5	-2	3	1.1	11	9	-2	-5
O=[N+]([O-])c1cc(/C=N/NC(=S)Nc2ccccc2Cl)ccc1Cl	9	-64	2	1	1.5	36*	4	-7	41*
O=C(NNS(=O)(=O)c1ccccc1C(F)(F)F)c1cc2ncc(C(F)(F)F)cc2s1	10	-7	2	10	1.4	-3	14	nt	3
O=C(CSc1ccccn1)Nc1nc2ccc(Br)cc2s1	-31	-22	1	0	0.4	4	1	-6	10
O=C(NCc1cccnc1)c1noc2c1CCCCC2	-11	21	5	-11	-1.3	4	3	-6	4
COc1ccc(-c2nc(N)nc(C(F)(F)F)c2-c2csc(C)n2)c(O)c1	-16	-7	2	1	0.9	7	7	nt	16
O=C(CSc1ccc(Cl)cc1)Nc1ccccc1N1CCN(C(=O)c2ccccc2)CC1	-5	-5	-3	0	0.6	-7	10	1	-19

Not all compounds are listed, so the mix of outcomes need not match the whole.
